High-throughput results as filed in PubChem.
Vif-APOBEC3F blk: qHTS for Inhibitors of Vif-A3F Interactions: qHTS; HeLa A3F-eYFP + Vif (tagged APOBEC3F with the HIV-1 protein that degrades it), YFP fluorescence increase; Potency, µM (series often up to 46.1 µM), for inactives: at the highest dose activity, negative = active; hit rate 0.2% among 390,000; AID 602313, 2012; further: potency means the concentration at half of the fitted maximal effect; % of control where 0% means no effect; nearly all actives have a fitted effect of over 65% in size
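HeLa cells stably expressing Vif plus C-terminally eYFP-tagged A3F were seeded, incubated overnight at 37 deg C, dosed with compound, incubated overnight again at 37 deg C. Yellow fluorescence (Ex 488/Em 500-530) reported blocked Vif-mediated A3F-eYFP degradation.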
RXFP1 agonist: qHTS Assay for Agonists of the Relaxin Receptor RXFP1; hit rate 0.3% among 370,000; HEK293T-RXFP1 cAMP TR-FRET, 30 min; response scale: percent of porcine relaxin response, buffer zero; Potency, µM (series often up to 57.5 µM), for the others: at the top dose activation, hits mostly activators; Relaxin receptor 1 (Homo sapiens), Q9HBX9; further: potency means the concentration at half of the fitted maximal effect; on the % scale 0 is the no-effect control and ±100 the full control effect; nearly all actives have a fitted effect of over 60% in size; many of its hits are not listed in these tables
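HEK293T cells stably expressing RXFP1 were pretreated with the PDE4 inhibitor Ro 20174, exposed to compounds for 30 min at 37C, lysed, and cAMP was read by TR-FRET. Data normalized to buffer (basal) and 29 nM porcine relaxin (100%).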
D2 PAM: HTS Assay for Positive Allosteric Modulators of the Human D2 Dopamine Receptor: Primary Screen for Potentiators; potentiation, % at 10 µM; hit rate 0.34% among 340,000; HEK293 T-REx D2, calcium flux, EC20 dopamine potentiation; D(2) dopamine receptor (Homo sapiens), P14416; AID 485347, 2010;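 active means potentiation over 3 SD above the plate norm, cut at about 30% in these data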; further: 0% is about no effect
Target sequence (P14416 whole entry, looked up): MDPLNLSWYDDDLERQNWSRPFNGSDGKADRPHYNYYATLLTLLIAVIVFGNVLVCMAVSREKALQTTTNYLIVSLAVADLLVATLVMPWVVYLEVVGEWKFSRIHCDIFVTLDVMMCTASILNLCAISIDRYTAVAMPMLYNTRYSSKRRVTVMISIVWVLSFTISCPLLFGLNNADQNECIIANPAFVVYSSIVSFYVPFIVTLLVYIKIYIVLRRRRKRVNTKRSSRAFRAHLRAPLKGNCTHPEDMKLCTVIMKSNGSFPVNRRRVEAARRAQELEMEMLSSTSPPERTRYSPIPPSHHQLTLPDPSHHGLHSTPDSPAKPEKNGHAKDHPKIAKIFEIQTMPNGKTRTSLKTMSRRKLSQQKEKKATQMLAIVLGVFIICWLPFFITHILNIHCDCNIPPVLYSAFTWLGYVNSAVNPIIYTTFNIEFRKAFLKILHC
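Tetracycline-induced HEK293 T-REx cells force-coupled to calcium signalling expressed D2; compounds were pin-added after a 10 s baseline, read kinetically 180 s, then an EC20 dopamine challenge followed with a further 180 s calcium read.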
Glioma ERSR ind: qHTS for Inducers of the Endoplasmic Reticulum Stress Response (ERSR) in Human Glioma: qHTS | U87-MG GRP78 promoter luciferase reporter, 16 h | Potency, µM, for inactives: at the top dose activation, hits mostly activators | hit rate 0.02% among 420,000 | AID 602332, 2012; further: potency means the concentration at half of the fitted maximal effect; series mostly up to about 76 µM; % of control where 0% means no effect; nearly all actives have a fitted effect of over 35% in size
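ERSR induction read as luciferase luminescence (Bright-Glo, 10 min at room temperature) in stably transfected human U87-MG glioma cells exposed to compounds for 16 h, using GRP78 as sensor.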
D1 PAM: Potentiators of Human D1 Dopamine Receptor: qHTS; HEK293 TREx D1 cells, calcium flux, dopamine EC20 potentiation; potentiation, % at 10 µM; hit rate 0.036% among 360,000; AID 504651, 2011; in the data active means potentiation above about 30%; further: 0% is about no effect
Target sequence (P21728 whole entry, looked up): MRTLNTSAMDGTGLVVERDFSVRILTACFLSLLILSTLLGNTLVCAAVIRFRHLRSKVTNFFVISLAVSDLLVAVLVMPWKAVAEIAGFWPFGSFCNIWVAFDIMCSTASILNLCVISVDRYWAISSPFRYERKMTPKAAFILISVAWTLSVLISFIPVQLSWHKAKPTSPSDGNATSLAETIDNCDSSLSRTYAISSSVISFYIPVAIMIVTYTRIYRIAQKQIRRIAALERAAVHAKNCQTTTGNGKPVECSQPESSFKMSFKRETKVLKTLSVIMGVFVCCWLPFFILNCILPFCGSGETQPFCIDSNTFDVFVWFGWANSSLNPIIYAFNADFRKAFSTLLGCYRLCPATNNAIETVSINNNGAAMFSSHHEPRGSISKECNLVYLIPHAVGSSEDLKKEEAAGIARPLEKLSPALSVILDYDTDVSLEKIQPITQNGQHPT
D1 antagonist: Antagonist of Human D 1 Dopamine Receptor: qHTS; D(1A) dopamine receptor (Homo sapiens), P21728; HEK293 TREx D1 cells, calcium flux, dopamine EC80; active compounds read low; activity change, negative = inhibition, % at 10 µM; hit rate 3.2% among 360,000; AID 504652, 2011; in the data active means activity change below about -30%; further: on the % scale 0 is the no-effect control and ±100 the full control effect
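Calcium flux readout: force-coupled, inducible Hek293 Trex D1 line, cells induced overnight at 30 C with tetracycline, dye-loaded 30–90 min at RT. Antagonism scored against EC80 dopamine challenge given 180 s after compound.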
LDHA block: qHTS assay for inhibitors of human lactate dehydrogenase. L-lactate dehydrogenase A chain (Homo sapiens), P00338. activity change, % (values are at about 110 or 230 µM). hit rate 0.15% among 480,000. purified LDHA, NADH/diaphorase-resazurin fluorescence; active compounds read low; in the data active means activity change below about -30%; inconclusive means mostly about -25% to -30%;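 further: plate controls were DMSO wells for no effect and wells without enzyme for full effect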
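Resorufin fluorescence (ex540/em590), read at 0 and 20 min after diaphorase/resazurin addition, reports the NADH left after a 5 min room-temperature reaction of 2 nM human LDH5 with 0.06 mM NADH and 0.2 mM pyruvate.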
D1 ag: Allosteric Agonists of the Human D1 Dopamine Receptor: qHTS | D(1A) dopamine receptor (Homo sapiens), P21728 | HEK293 T-REx D1 cells, calcium flux, agonist mode | activation, % at 2 µM | hit rate 1% among 360,000; in the data active means activation above about 30%; further: 0% is about no effect
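Inducible HEK293 T-REx D1 cells, force-coupled to calcium signalling, were plated at 4000 cells/well with tetracycline and held overnight at 30 C. After no-wash calcium dye loading, compound-evoked calcium rise over 180 s flagged agonists.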
Vif-APOBEC3G blk: qHTS for Inhibitors of Vif-A3G Interactions: qHTS; hit rate 0.076% among 410,000; AID 602310, 2012; DNA dC->dU-editing enzyme APOBEC-3G (Homo sapiens), Q9HC16; HeLa A3G-eYFP + Vif (tagged APOBEC3G with the HIV-1 protein that degrades it), YFP fluorescence, overnight; Potency, µM (series often up to 46.1 µM), for the others: at the highest dose activity, negative = active, most hits filed as inhibitors;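 further: potency means the concentration at half of the fitted maximal effect; on the % scale 0 is the no-effect control and ±100 the full control effect; nearly all actives have a fitted effect of over 60% in size; hits raise eYFP signal because A3G escapes Vif-driven loss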
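HeLa cells stably expressing Vif and C-terminally eYFP-tagged A3G, seeded overnight at 37 deg C, then exposed to compound by pintool overnight at 37 deg C. Rise in yellow fluorescence (Ex 488/Em 500-530, Acumen) marks blocked Vif-driven A3G degradation.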
Starred values were filed as active, the others as inactive; u = inconclusive; x = not tested or not shown; & = joins results of further samples. Unless noted, the call rests on the fitted dose curve; in most records, active means well fitted curve in the direction sought with a large enough effect; inconclusive means small, poorly fitted or top-dose-only effect, or another doubt; inactive means no such curve, though single readings can be large; an effect the other way counts as inactive or inconclusive.

No.	Structure	D1 antagonist	LDHA block	D1 PAM	RXFP1 agonist	Vif-APOBEC3F blk	Vif-APOBEC3G blk	D1 ag	D2 PAM	Glioma ERSR ind
1	CC(=O)NC1C(OCCOc2ccc(Cl)cc2C)OC(CO)C(O)C1O (centres undefined)	-4	0	1	-2.5%	-6%	-2%	3	-2	-3%
2	CC1CC(C)CN(S(=O)(=O)c2cc3c4c(c2)CCN4C(=O)CC3)C1 (centres undefined)	1	-5	4	-0.4%	0%	-6%	2	1	-3%
3	CCOC(=O)c1ccc(N2C(=O)c3[nH]nc(-c4ccccc4)c3C2c2ccc(CC)cc2)cc1 (centres undefined)	24	4	7	1.9%	-4%	u	5	22	u
4	Cc1ccc(Cl)cc1N1CCN(S(=O)(=O)c2cn(C)cn2)CC1	-35*	-21	-4	-1.7%	5%	2%	13	-5	-5%
5	Cc1cccc(NC(=O)Cn2c(=O)n(CCc3ccccc3)c(=O)c3ccccc32)c1	-23	-8	1	29%	-6%	0%	3	3	-3%
6	COc1ccc2c(c1)CC(C)C/C2=N\NC(=O)c1ccco1 (centres undefined)	-5	-4	-10	24%	u	0%	0	7	-4%
7	COc1cccc(NC(=O)CCSc2nnc3scc(-c4ccccc4)n23)c1	13	-6&-2	5	1.0%	-3%	5%	1	21	-5%
8	CCn1c(SCC(=O)O)nnc1-c1ccc2[nH]c(C)c(C)c2c1	6	-15	0	0.2%	17%	-1%	3	1	-1%
9	CCO[C@@H]1OC(C(=O)N2CCN(Cc3ccccc3)CC2)=C[C@H](c2coc3ccccc3c2=O)[C@H]1CCCO	0	-7	-2	-1.2%	8%	0%	-4	2	-4%
10	O=C(Nc1ccccc1)Nc1ccc2ncoc2c1	-10	-2	-3	2.1%	4%	-1%	7	5	12%
11	Cc1ccc2nc(-c3ccc(NC(=O)CN4C(=O)c5ccccc5C4=O)cc3)sc2c1	-6	-6	-2	4.7%	-11%	-6%	3	-7	-3%
12	NNC(=O)c1oc2nc(-c3ccco3)cc(-c3ccco3)c2c1N	-22	6	-2	4.4%	u	u	7	10	-2%
13	O=C(c1ccc(CNc2c(N3CCOCC3)c(=O)c2=O)cc1)N1CC=C(c2ccccc2)CC1	-25	0	2	1.0%	0%	-8%	-2	0	0%
14	O=C1CC(c2ccc(F)cc2)c2c(c3ccccc3[nH]c2=O)O1 (centres undefined)	21	-8	-5	-4.3%	5%	-2%	0	5	0%
15	CC1CC(N(C(=O)c2ccccc2Cl)c2ccccc2)c2ccccc2N1 (centres undefined)	-3	3	-3	-1.0%	-5%	-26%	2	-2	-3%
16	O=C(COc1ccc(F)cc1Br)NCC1(N2CCOCC2)CCCCC1	23	-11	9	0.0%	1%	-1%	1	21	1%
17	C=CCn1c(SCn2nnc3ccccc3c2=O)nnc1-c1ccc(Cl)cc1	5	-9	-3	3.2%	-21%	2%	0	3	-4%
18	O=C(C[C@H]1C/C=C\C[C@H](NC(=O)OCC2c3ccccc3-c3ccccc32)C(=O)O[C@H](c2ccccc2)CNC1=O)N[C@H](CO)Cc1ccccc1	x	-3	x	x	-13%	-13%	x	x	28µM*
19	CC(C)CC(=O)Nc1sc2c(c1C#N)CC(C)(C)NC2(C)C	32	-3	-2	-2.6%	-1%	-1%	11	1	-4%
20	CCN(Cc1ccncc1)C(=O)c1cc(COc2ccc(F)cc2Cl)on1	-3	-4	-6	18%	-15%	-7%	1	10	-2%
21	O=C(N/N=C/c1cccc([N+](=O)[O-])c1)c1cc(-c2ccc3c(c2)OCO3)n[nH]1	-25	-8	-6	-2.4%	5%	4%	3	10	0%
22	O=C(Nc1cccc(Cl)c1N1CCOCC1)c1ccc(Br)o1	31	-7	-5	1.4%	-5%	2%	6	2	2%
23	COC(=O)[C@@H](Cc1c[nH]c2ccccc12)NC(=O)CCC(=O)c1ccc(Br)cc1	-8	0	-4	1.1%	7%	0%	6	18	-1%
24	CC(C)[C@H](NC(=O)N1CCn2c1nc1ccccc12)C(=O)N1CCCCC1	5	-4	0	0.2%	-1%	1%	0	-6	-1%
25	COc1cccc(NC(=O)N(C)C[C@@H]2Oc3cc(Br)ccc3S(=O)(=O)N([C@@H](C)CO)C[C@H]2C)c1	x	-1	x	x	0%	0%	x	x	-6%
26	Cc1ccc(C)c(NC(=O)c2cc[n+](C)cc2)c1	-5	u	-2	5.9%	-11%	0%	1	-2	-5%
27	C=C(C)COC(=O)c1ccccc1C(=O)OCC1(C)CO1 (centres undefined)	x	-4	x	x	-11%	-4%	x	x	-4%
28	Cc1cccc(N2C(=O)CSC23C(=O)N(CC(=O)NCc2ccccc2Cl)c2ccccc23)c1 (centres undefined)	5	0	2	0.6%	0%	-1%	7	0	-5%
29	COc1ccc(-c2nc(CS(=O)CC(=O)NCc3ccco3)c(C)o2)cc1OC (centres undefined)	5	3	-2	1.0%	-1%	-1%	0	5	0%
30	CC1CCCN(C(=O)COC(=O)Cn2cnc3ccccc32)C1 (centres undefined)	x	0	x	x	-11%	1%	x	x	-1%
31	CC(=O)c1cc(C(=O)N2CCCC(C(=O)c3ccc(Cl)cc3)C2)cs1 (centres undefined)	-33*	-1	2	3.7%	-26%	0%	5	-4	-3%
32	Cc1oc2c(c(C)cc3oc(=O)c(CC(=O)NCC(=O)NCC(=O)NCC(C)O)c(C)c32)c1C (centres undefined)	-6	-12	-1	10%	17%	-2%	2	2	-2%
33	O=C(CNC(=O)c1ccccc1)OCC(=O)c1cccs1	-13	-1	-7	6.7%	1%	2%	1	x	-3%
34	CCOC(=O)c1c(NC(=S)Nc2ccc(Cl)cc2)sc(C)c1C	-3	0	0	1.9%	-6%	0%	2	-7	-4%
35	NC(=O)CSc1nnc(-c2ccco2)n1-c1ccc(F)cc1	x	-3	x	x	-1%	-4%	x	x	0%
36	COCCCNC(=O)c1cc(S(=O)(=O)N2CCOCC2)ccc1SCc1cccc(OC)c1OC	25	-9	0	-0.2%	1%	3%	1	20	-4%
37	O=C(c1ccccc1)N1CCC(=O)N(C(CO)Cc2ccccc2)CC1 (centres undefined)	x	-12	x	x	-8%	1%	x	x	-1%
38	Cc1cccc(C)c1C(=NCCCN(C)C)c1ccccc1	-1	-3	1	0.3%	u	0%	8	-24	-6%
39	COC(=O)c1ccc(NC(=O)C(=O)N2CCN(C(=S)Nc3cccc(C)c3C)CC2)cc1	-22	-9	-7	-0.5%	-6%	0%	6	-7	-4%
40	O=C(c1ccc(OC2CCN(C/C=C/c3ccc(F)cc3)CC2)cc1)N1CCCCC1	-1	-3	-5	2.4%	-3%	1%	16	-9	-4%
41	C[C@@H]1CC[C@]2(C(=O)O)CC[C@]3(C)C(=CCC4[C@]56CC[C@@](O)(OC5)C(C)(C)C6CC[C@]43C)C2[C@H]1C (some centres undefined)	-9	3	1	0.9%	-6%	-10%	16	x	-2%
42	CCN(CC1CCCN(CCc2cccc(F)c2)C1)C(=O)c1cc(C)oc1C (centres undefined)	-8	-1	-5	2.9%	-15%	-7%	0	x	5%

Compound profiles, from the list above. Order of values: D1 antagonist, LDHA block, D1 PAM, RXFP1 agonist, Vif-APOBEC3F blk, Vif-APOBEC3G blk, D1 ag, D2 PAM, Glioma ERSR ind
Profile of O=C(CNC(=O)c1ccccc1)OCC(=O)c1cccs1 → -13, -1, -7, 6.7%, 1%, 2%, 1, x, -3%
Profile of NC(=O)CSc1nnc(-c2ccco2)n1-c1ccc(F)cc1 → x, -3, x, x, -1%, -4%, x, x, 0%
Profile of C[C@@H]1CC[C@]2(C(=O)O)CC[C@]3(C)C(=CCC4[C@]56CC[C@@](O)(OC5)C(C)(C)C6CC[C@]43C)C2[C@H]1C (some centres undefined) → -9, 3, 1, 0.9%, -6%, -10%, 16, x, -2%
Profile of CCN(CC1CCCN(CCc2cccc(F)c2)C1)C(=O)c1cc(C)oc1C (centres undefined) → -8, -1, -5, 2.9%, -15%, -7%, 0, x, 5%
Profile of Cc1cccc(C)c1C(=NCCCN(C)C)c1ccccc1 → -1, -3, 1, 0.3%, u, 0%, 8, -24, -6%

An excerpt, so the mix of outcomes need not match the whole.
